A-T KAP1 phos: qHTS Assay for Identifying a Potential Treatment of Ataxia-Telangiectasia; […] A-T fibroblasts, KAP-1 phosphorylation AlphaLISA; neocarzinostatin DNA damage 30 min before lysis; Potency, µM (series often up to 57.5 µM), inactives show at the top dose activation, actives largely listed as activators; 0.19% of 320,000 active; also: potency is read from the fitted curve at half-maximal effect; % of control where 0% means no effect; nearly all actives have a fitted effect of over 45% in size
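hTERT-immortalized A-T patient fibroblasts ([…]), 500 cells/well in OPTI-MEM, 1% FBS, got compounds for 60 min, then NCS for 30 min at 37C. Lysates were then assayed for phospho-KAP-1 by AlphaLISA (anti-pKAP1 donor, anti-KAP1 acceptor beads), 6 hr at 25C.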
KCNH2 WT inh: qHTS for Inhibitors of KCHN2 3.1: Wildtype qHTS; Voltage-gated inwardly rectifying potassium channel KCNH2 (Homo sapiens), Q12809; U2OS, BacMam KCNH2, thallium flux FluxOr; hits give low values; activity change, % at 1.84 µM; 0.37% of 340,000 active;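 active = maximum activity change below -70%; inconclusive = maximum activity change between -70% and -50%; inactive = maximum activity change above -50%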; also: % is scaled to controls: 0 for no effect and ±100 for the full control effect
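U2OS cells transduced with wild-type KCNH2 virus are loaded with FluxOr dye for 45 min, and thallium flux is measured in kinetic reads before and after stimulation buffer. Rate constants are normalized to DMSO controls.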
TRPV1 ag: HTS Assay for Compounds that Act as Agonists of the Vanilloid Receptor 1 | TRPV1-expressing cells, Fluo-8 calcium influx, agonist mode | activation, % at 8.33 µM | 0.19% of 320,000 active | AID 540275, 2011; in the data active = activation above about 80%; inconclusive = between about 30% and that limit; also: 0% is about no effect
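Cells expressing TRPV1 were dye-loaded with Fluo-8 and read kinetically: 10 s baseline, 3 min after compound (agonist portion), then 2 min after EC20 capsaicin (allosteric enhancer portion). Calcium-bound dye fluorescence at 480/520 nm.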
TCR activator: Activators of T cell receptors: qHTS campaign | 330,000 tested, under 10 active | AID 504894, 2011 | primary human leukocytes, anti-CD3, IL-2 HTRF, 48 h | Potency, µM (titrated, usually from 9.22 µM), for inactives: top-dose activation of IL-2 secretion, usual class: activators; also: % of control where 0% means no effect
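Primary human leukocytes receive a-CD3 beads and test compound and are incubated 48 hr. Secreted IL-2 is then assayed by HTRF, measuring 665nm acceptor emission after 320nm excitation of the europium donor.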
Mito fusion act: qHTS Assay for Small Molecule Inhibitors of Mitochondrial Division or Activators of Mitochondrial Fusion; S. cerevisiae fusion-defective mutant growth rescue, CellTiterGlo 48 h; Potency, µM (highest dose often 46.1 µM), for the others: at the highest dose growth rescue (activation), hits mostly activators; 0.23% of 320,000 active; AID 485298, 2010;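 also: potency is read from the fitted curve at half-maximal effect; % of control where 0% means no effect; nearly all actives have a fitted effect of over 45% in size; temperature-sensitive fusion mutants such as fzo1-1 at 37 °C on non-fermentable ethanol glycerol medium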
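Compounds are tested for their ability to restore growth of mitochondrial fusion-defective yeast strains at non-permissive 37C in YPEG medium over 48 hours. Viability is quantified by luciferase luminescence.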
USP2a block: qHTS Assay for Inhibitors of Ubiquitin-specific Protease USP2a Using CHOP2 as the Reporter; Ubiquitin carboxyl-terminal hydrolase 2 (Homo sapiens), O75604; USP2 core, Ub-CHOP2 coupled fluorogenic reporter, 485/531; Potency, µM (series often up to 38.3 µM), for inactives: at the highest dose activity change, negative = inhibition, hits mostly inhibitors; 0.01% of 330,000 active; AID 463254, 2010;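 also: potency is read from the fitted curve at half-maximal effect; plate controls were DMSO wells for no effect and full inhibition by NEM control for full effect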
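USP2 core (10nM final) preincubated 30min RT with compound in 20mM Tris-HCl pH 8.0, 2mM CaCl2, 2mM beta-mercaptoethanol, 0.05% CHAPS; 25nM Ub-CHOP2 plus 25nM reporter substrate added, fluorescence (Ex485/Em531) read after 60min.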
TSHR antagonist: Antagonists of the Thyroid Stimulating Hormone Receptor: HTS campaign. TSHR-expressing cells, TSH-stimulated cAMP HTRF, 2 h; hits give low values. activity change, negative = inhibition, % at 11.5 µM. 0.2% of 330,000 active;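 active = activity change below a set negative limit, meaning inhibition stronger than a set level, cut at about -70% in these data; inconclusive = activity change between two set negative limits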; also: % is scaled to controls: 0 for no effect and ±100 for the full control effect
Target sequence (P16473 whole entry, looked up): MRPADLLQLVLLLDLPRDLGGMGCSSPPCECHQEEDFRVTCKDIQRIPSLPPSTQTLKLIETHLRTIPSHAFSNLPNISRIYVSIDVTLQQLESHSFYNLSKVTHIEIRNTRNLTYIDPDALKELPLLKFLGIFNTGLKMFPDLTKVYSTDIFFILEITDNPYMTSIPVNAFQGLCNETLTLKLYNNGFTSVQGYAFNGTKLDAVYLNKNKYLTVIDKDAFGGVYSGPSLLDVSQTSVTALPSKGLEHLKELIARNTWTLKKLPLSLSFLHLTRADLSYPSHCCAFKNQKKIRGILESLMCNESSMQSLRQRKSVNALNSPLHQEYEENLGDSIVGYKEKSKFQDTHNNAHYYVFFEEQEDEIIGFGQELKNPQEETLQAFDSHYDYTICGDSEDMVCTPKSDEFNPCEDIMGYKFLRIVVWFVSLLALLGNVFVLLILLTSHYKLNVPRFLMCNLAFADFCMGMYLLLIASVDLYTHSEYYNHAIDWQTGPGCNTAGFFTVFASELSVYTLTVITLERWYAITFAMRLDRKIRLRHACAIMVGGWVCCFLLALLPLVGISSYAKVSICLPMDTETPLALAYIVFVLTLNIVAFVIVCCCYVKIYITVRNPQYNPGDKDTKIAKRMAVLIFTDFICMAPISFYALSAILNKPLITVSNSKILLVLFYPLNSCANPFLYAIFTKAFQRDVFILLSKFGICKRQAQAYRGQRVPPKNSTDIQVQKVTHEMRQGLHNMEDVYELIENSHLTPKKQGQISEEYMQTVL
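Antagonism was scored as loss of TSH-driven cAMP in TSHR cells, stimulated with 4nM TSH (EC80) for 2 hours at 37 deg C and detected by homogeneous HTRF competition immunoassay.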
ELG1 DNA repair: qHTS screen for small molecules that inhibit ELG1-dependent DNA repair in human embryonic kidney (HEK293T) cells expressing luciferase-tagged ELG1; HEK293T ELG1-luciferase reporter, luminescence, 16 h; DNA damage induced by 5-fluorouridine; Potency, µM (doses to about 46.1 µM), for the others: at the top dose activity change, negative = inhibition, usual class: inhibitors; 2.3% of 330,000 active; also: potency is read from the fitted curve at half-maximal effect; % is scaled to controls: 0 for no effect and ±100 for the full control effect; nearly all actives have a fitted effect of over 55% in size
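HEK293T cells expressing luciferase-tagged ELG1 (2,000/well) received 5-Fluorouridine plus compound or DMSO for 16 hr at 37 °C. Luciferase was read by ONE-Glo luminescence after 30 min at room temperature.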
Eya2 inh: qHTS Assay for Inhibitors of the Phosphatase Activity of Eya2; Protein phosphatase EYA2 (Homo sapiens), O00167; 0.006% of 330,000 active; Potency, µM (top dose mostly 76.9 µM), for the others: at the highest dose activity, negative = inhibition, actives largely listed as inhibitors; recombinant Eya2, OMFP fluorescence dephosphorylation (OMFP is methylfluorescein phosphate); also: potency is read from the fitted curve at half-maximal effect; % is scaled to controls: 0 for no effect and ±100 for the full control effect
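Eya2 protein (added as 0.2 uM solution) was preincubated with compound for 10 min at ambient temperature in 50 mM HEPES pH 7.5, 50 mM NaCl, 5 uM MgCl2, 0.05% BSA, 1 mM DTT. OMFP (added at 50 uM) then reacted 10 min; fluorescence read at 485/525 nm.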
KCNH2 3.1 inh: qHTS for Inhibitors of KCHN2 3.1: Mutant qHTS; 0.95% of 340,000 active; U2OS KCNH2 3.1, thallium flux FluxOr; hits give low values; activity change, % (tested at about 1.8 µM); Potassium voltage-gated channel subfamily H member 2, brain isoform KCNH2 3.1 (human);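 active = maximum activity change below -70%; inconclusive = maximum activity change from -70% to -50%; inactive = maximum activity change above -50%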;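 also: thallium influx rate constant from kinetic fluorescence after stimulation buffer; % is scaled to controls: 0 for no effect and ±100 for the full control effect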
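We transduce U2OS cells with the mutant 3.1 virus, culture them overnight, load FluxOr with Red40 quencher for 45 min, then add stimulation buffer and read kinetically for 2 min to derive a normalized rate constant.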
Numbers without * were called inactive; ? = inconclusive; / = no result given; [ ] = dose if it differs, or a comment. Unless noted, calls follow the shape of the dose curve; as a rule, active = well fitted curve in the direction sought with a large enough effect; inconclusive = small, poorly fitted or top-dose-only effect, or another doubt; inactive = no such curve, though single readings can be large; an effect the other way counts as inactive or inconclusive. This is a subset (hit frequency here may not be typical).

No. | canonical_smiles | A-T KAP1 phos | KCNH2 WT inh | TRPV1 ag | TCR activator | Mito fusion act | USP2a block | TSHR antagonist | ELG1 DNA repair | Eya2 inh | KCNH2 3.1 inh
1 | Cc1ccnc(NC(=O)C2CCN(S(=O)(=O)c3cccc4nonc34)CC2)c1 | -1% | -7 | -1 | 4% | 6% | -2% | 1 | ? | 0% | -24
2 | CC(=O)NCCC1CCN(C(=O)C2CCC(=O)N(C3CCCC3)C2)CC1 (centres undefined) | -2% | 13 | 1 | 7% | 2% | 0% | 3 | 2% | 9% | 18
3 | CC(C)N(C(=S)Nc1cc(S(=O)(=O)N2CCOCC2)ccc1Cl)c1ccccc1 | 2% | 3 | 4 | 1%[46.1 µM] | 0% | 1% | 4 | ? | 3% | 5
4 | Cc1cccc(N(CC(=O)NCCSCc2ccccc2)S(C)(=O)=O)c1 | 4% | -7 | 2 | 0% | -1% | 3% | -3 | -5% | 3% | -4
5 | CC1=C(C(=O)OCC2CCCO2)C(c2ccccc2)C2=C(CCCC2=O)N1 (centres undefined) | 2% | 1 | 1 | 4% | -1% | 1% | -2 | 14% | -6% | 13
6 | O=C(Nc1ccccc1)O/N=C/c1ccncc1 | 4% | -5 | 0 | -1% | 0% | 1% | 9 | ? | 7% | 7
7 | COCCNC(=O)c1cnn2c1NC(c1ccco1)CC2C(F)(F)F (centres undefined) | / | -1 | 1 | -4%[46.1 µM] | -3% | 4% | -7 | 1% | -8% | 6
8 | COc1ccc(/C=C/C(=O)OCc2nc3ccccc3c(=O)[nH]2)c(OC)c1 | -8% | -3 | / | -2% | -1% | 3% | 1 | -5% | 9% | -3
9 | CN=C1SC(CC(=O)Nc2ccccc2F)C(=O)N1C (centres undefined) | 6% | -4 | 2 | 0% | 4% | 3% | 15 | 13% | 16% | 1
10 | Nc1nonc1C(=O)NCCNC(=O)c1cccs1 | 7% | 1 | -1 | / | -3% | 0% | 0 | 3% | 3% | -4
11 | Cc1cccc(Cn2nnc3ccccc32)c1O | 20% | 2 | 16 | 5% | 4% | 2% | -1 | 0% | 5% | -14
12 | O=C(N/N=C1\CC(c2ccccc2)Oc2ccccc21)c1cccnc1 (centres undefined) | 7% | -9 | ? | 0% | -5% | 0% | -1 | ? | 4% | -4
13 | CC(NC(=O)CSc1nc2c(c(C(F)(F)F)n1)CCc1ccccc1-2)c1ccccc1 (centres undefined) | -1% | 1 | ? | 4%[46.1 µM] | 9% | 2% | -31 | -22% | 2% | -3
14 | COc1cc(/C=C/C(=O)O)ccc1OS(=O)(=O)c1c(C)c(C)cc(C)c1C | 10% | -4 | 1 | -7% | -3% | -1% | -11 | ? | -1% | 18
15 | Cc1noc(C)c1CSc1ncnc2ccccc12 | 1% | 10 | / | 5% | 1% | 1% | -5 | ? | 10% | 2
16 | CCc1cc2c(N3CCCCC3)ncnc2s1 | 8% | 1 | -3 | 1% | 11% | -1% | -10 | ? | -6% | -3
17 | CCC(C)(C)NC(=O)C(c1ccc(OC)cc1)N(C(=O)CCC(=O)Nc1cc(C)on1)c1ccc2c(c1)OCCO2 (centres undefined) | 7% | 4 | -2 | -5% | 5% | 4% | -10 | -2% | -4% | -9
18 | CCn1c2ccccc2c2nc3cc(C(=O)O)ccc3nc21 | 2% | -13 | 0 | 3% | 4% | 2% | -22 | ? | -21% | 3
19 | COc1ccc(S(=O)(=O)N2CCN(c3ccc(F)cc3)CC2)cc1OC | 3% | 28 | 5 | 0% | 3% | 2% | 5 | 0% | 7% | -4
20 | CC(=O)c1ccccc1NS(=O)(=O)c1ccccc1Cl | 4% | -3 | 1 | 3% | -3% | 1% | -13 | -1% | 0% | -21

Structural class, the compounds so far with four or more nitrogen atoms
No. | canonical_smiles | A-T KAP1 phos | KCNH2 WT inh | TRPV1 ag | TCR activator | Mito fusion act | USP2a block | TSHR antagonist | ELG1 DNA repair | Eya2 inh | KCNH2 3.1 inh
1 | Cc1ccnc(NC(=O)C2CCN(S(=O)(=O)c3cccc4nonc34)CC2)c1 | -1% | -7 | -1 | 4% | 6% | -2% | 1 | ? | 0% | -24
7 | COCCNC(=O)c1cnn2c1NC(c1ccco1)CC2C(F)(F)F (centres undefined) | / | -1 | 1 | -4%[46.1 µM] | -3% | 4% | -7 | 1% | -8% | 6
10 | Nc1nonc1C(=O)NCCNC(=O)c1cccs1 | 7% | 1 | -1 | / | -3% | 0% | 0 | 3% | 3% | -4
17 | CCC(C)(C)NC(=O)C(c1ccc(OC)cc1)N(C(=O)CCC(=O)Nc1cc(C)on1)c1ccc2c(c1)OCCO2 (centres undefined) | 7% | 4 | -2 | -5% | 5% | 4% | -10 | -2% | -4% | -9

Continuation:
#21 COc1ccccc1CNCC(O)(c1ccc(F)cc1)c1ccc(F)cc1
#22 Cc1ccc(P(=O)(O)c2ccc(C)cc2)cc1
#23 C/C=C(\C)C(=O)Nc1cccc(C2=NOC3(C2)C[C@@H](C(N)=O)N(C(=O)c2ccccc2C(=O)c2ccccc2)C3)c1 (some centres undefined)
#24 C=CCN(c1ccccc1)S(=O)(=O)c1cccc(C(=O)Nc2cc(C)ccn2)c1
#25 CC(=O)Nc1ccc(/C=N/NC(=O)CNS(=O)(=O)c2ccccc2)cc1
#26 CCc1ccc(CN(C)CCc2ccccn2)cc1
#27 CCCOC(=O)c1cc(-c2ccc(C=O)o2)ccc1Cl
#28 CCc1nc2ccccc2n1CCc1ccccc1
#29 Oc1c(Br)cc(Br)c(/C=N/n2c(-c3ccccc3)n[nH]c2=S)c1Br
#30 COc1cccc(C(=O)Nc2nnc(C3CCCO3)s2)c1 (centres undefined)
Screen / compound no.	21	22	23	24	25	26	27	28	29	30
A-T KAP1 phos	3%	-1%	68%	-8%	3%	-7%	-1%	-1%	-2%	-1%
KCNH2 WT inh	11	6	1	28	2	44	3	-2	6	-4
TRPV1 ag	3	2	7	?	3	3	6	?	-3	3
TCR activator	10%	-3%	4%	5%	-1%	/	14%[46.1 µM]	4%	3%	2%
Mito fusion act	-21%	0%	6%	22%	-8%	4%	3%	28%	-6%	-2%
USP2a block	6%	2%	-3%	1%	0%	0%	0%	-1%	2%	5%
TSHR antagonist	-9	2	26	3	-2	11	-1	8	-10	-2
ELG1 DNA repair	-6%	18%	-11%	?	3%	15%	?	-10%	-10%	?
Eya2 inh	7%	8%	13%	-4%	3%	8%	-3%	-11%	4%	9%
KCNH2 3.1 inh	-22	-5	10	-3	4	-9	-8	13	-5	0

#31 COc1ccc(-c2csc(NC(=O)c3ccccc3NS(=O)(=O)c3ccc(C)cc3)n2)cc1
#32 COc1ccc(N2CC(C(=O)Nc3ccccc3C(=O)NC3CC3)CC2=O)cc1 (centres undefined)
#33 CN(C)c1ccc(C(=O)Nc2ccc(S(=O)(=O)Nc3nccs3)cc2)cc1
#34 COc1ccc(CNC(=O)CN2C(=O)NC3(CCCCCC3)C2=O)cc1OC
#35 N#Cc1ccc(NC(=O)COC(=O)CSc2nnc(-c3ccc(Cl)cc3)o2)cc1
#36 CCn1nnnc1NCc1cccn1C
Screen / compound no.	31	32	33	34	35	36
A-T KAP1 phos	-5%	-2%	-1%	-5%	3%	2%
KCNH2 WT inh	-6	0	1	1	1	10
TRPV1 ag	0	2	-1	-3	3	0
TCR activator	-4%[46.1 µM]	0%	1%	-2%	0%[46.1 µM]	3%
Mito fusion act	?	-4%	2%	-4%	-1%	-2%
USP2a block	-3%	3%	-1%	1%	-1%	0%
TSHR antagonist	-82*	-1	-2	12	3	4
ELG1 DNA repair	13µM*	16%	8%	-7%	?	?
Eya2 inh	-2%	0%	2%	-18%	-5%	-5%
KCNH2 3.1 inh	1	13	-7	0	10	-8

Compound activity (PubChem BioAssay)
